# Compound activity from PubChem.
# DAGLB inhibitor: DAGLB lipase inhibitors, primary screen, biochemical, fluorescence, HTS | Diacylglycerol lipase-beta (Homo sapiens), Q8NCG7 | HEK293T DAGLB membrane lysate, EnzChek fluorogenic substrate | inhibition, % at 5.17 µM | actives 0.059% (n = 340,000) | AID 504411, 2011; in the data active means inhibition above about 34%;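 further: 0% = enzyme with vehicle and 100% = wells lacking enzyme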
# Target sequence (Q8NCG7 whole entry, looked up): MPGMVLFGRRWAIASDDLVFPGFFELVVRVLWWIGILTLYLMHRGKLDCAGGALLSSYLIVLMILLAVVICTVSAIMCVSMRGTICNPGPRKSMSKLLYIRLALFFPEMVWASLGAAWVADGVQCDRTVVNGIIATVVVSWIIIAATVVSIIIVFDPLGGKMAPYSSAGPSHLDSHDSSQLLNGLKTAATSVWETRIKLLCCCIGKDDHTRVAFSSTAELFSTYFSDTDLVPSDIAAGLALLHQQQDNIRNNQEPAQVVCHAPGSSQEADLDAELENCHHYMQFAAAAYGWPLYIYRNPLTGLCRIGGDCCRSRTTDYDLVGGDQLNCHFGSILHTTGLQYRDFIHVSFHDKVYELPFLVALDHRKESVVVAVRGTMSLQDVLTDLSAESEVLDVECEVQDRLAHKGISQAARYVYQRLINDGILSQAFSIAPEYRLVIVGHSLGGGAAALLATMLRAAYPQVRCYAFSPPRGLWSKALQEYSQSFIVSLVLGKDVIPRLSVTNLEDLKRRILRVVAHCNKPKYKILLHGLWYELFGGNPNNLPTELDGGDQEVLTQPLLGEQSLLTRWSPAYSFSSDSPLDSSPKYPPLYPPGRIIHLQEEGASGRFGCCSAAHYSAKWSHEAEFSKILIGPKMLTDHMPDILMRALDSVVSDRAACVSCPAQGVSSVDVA
# phage Ecoli inh: growth loss of phage-infected E. coli, primary screen, RecBCD inhibitor project, absorbance, with phage, HTS; actives 0.26% (n = 360,000); inhibition, % at 11.9 µM; AID 651602, 2012; in the data active means inhibition above about 11%
# Wnt act: Wnt/beta-catenin pathway activators, primary screen, cell-based, plate reader, single point; Wnt/beta-catenin reporter cell assay, activator; AID 743398, 2014; actives 1.2% (n = 300,000); activation, % at 9.35 µM; in the data active means activation above about 30%, passing the limit was not always enough;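 further: 0% = neutral control wells and 100% = positive control wells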
# Starred values were filed as active, the others as inactive. The list is partial; the hit share may differ from the screen's.
smiles,DAGLB inhibitor,phage Ecoli inh,Wnt act
CCOC(=O)C1CCC(C(=O)OCC)N1c1ccc(C=O)cc1 (stereo unspecified),-1,3.3,-4
C[C@@H]1CN([C@@H](C)CO)C(=O)CCCn2nncc2CO[C@@H]1CN(C)C(=O)Nc1ccccc1,1,1.8,-1
CNC(=O)C1(c2ccccc2)CCCCC1,-6,1.6,-6
CC1=C(C(=O)N2CCOCC2)CC(CC(=O)NC2CCCCC2)C(=O)N1CCCN1CCCC1=O (stereo unspecified),1,1.7,-2
COc1ccc(/C=C/C(=O)OCC(=O)Nc2nnc(-c3ccccc3)o2)c(OC)c1,-1,-3.2,2
C=CCN(c1ccc(F)cc1)S(=O)(=O)c1cc(C(=O)NC2CC2)ccc1Cl,-5,4.6,4
CCCOc1ccc(C2C(C(=O)c3ccco3)=C(O)C(=O)N2CCCn2ccnc2)cc1OC (stereo unspecified),1,0.4,28
O=S(=O)(c1ccc(NC(=S)N2CCCCC2CO)cc1)N1CCOCC1 (stereo unspecified),0,2.1,-2
C[C@@H]1CN([C@H](C)CO)S(=O)(=O)c2ccc(C3=CCCCC3)cc2O[C@H]1CN(C)C(=O)Cc1cccnc1,-1,-2.3,-3
N/C(Cc1ccc(Cl)cc1)=N\OC(=O)CCc1ccccc1,-5,4.8,5
O=C(CN1CCN(Cc2ccccc2)CC1)Nc1cccc(Cl)c1Cl,-9,2.8,-3
O=C(OCc1cn([C@@H]2CN(C(=O)C3CCCCC3)[C@@H](c3ccc(Cl)cc3)C[C@H]2O)nn1)c1ccccc1,0,0.6,-3
O=C(COC(=O)c1ccccc1Cl)NCc1cccs1,-2,3.3,-1
C[C@H](CO)N1C[C@H](C)[C@@H](CN(C)Cc2ccccc2C(=O)O)OCc2cnnn2CCCC1=O,-4,3.4,-1
COc1ccc(C(C)=O)c(OCC(=O)NCCC2=CCCCC2)c1,-1,2.2,-3
O=C(CCn1c(=S)[nH]c2cc3c(cc2c1=O)OCO3)NCCc1ccccc1Cl,0,1.5,3
COc1ccc(NC(=O)c2ccc(S(=O)(=O)N(C)c3ccccc3)cc2)cc1S(=O)(=O)N1CCOCC1,-3,1.8,-3
OCC[C@@H]1C[C@H](O)[C@@H](O)[C@]2(OCCc3cc(C(F)(F)F)ccc32)O1,1,1.2,-1
CC(Oc1ccccc1)C(=O)N1CCN(S(=O)(=O)c2ccc(OC(F)(F)F)cc2)CC1 (stereo unspecified),-3,0.5,-4
COc1ccc(CNC(=O)C[C@@H]2C[C@H]3c4cc(NC(=O)C5CCC5)ccc4O[C@H]3[C@@H](CO)O2)cc1,-4,3.6,-1
C[C@H](CO)N1C[C@H](C)[C@H](CN(C)C(=O)Nc2ccccc2)OCc2cnnn2CCCC1=O,1,2.1,1
C[C@H](CO)N1C[C@H](C)[C@@H](CN(C)Cc2ccccc2)OCCCC[C@H](C)Oc2ccc(N(C)C)cc2C1=O,0,-2.8,-3
O=C(C1CCCCC1)N1C[C@H](O)[C@@H](n2cc(-c3ccc(F)cc3)nn2)C[C@@H]1c1ccccc1,0,0.4,-1
C[C@@H]1CN([C@H](C)CO)C(=O)CCCn2cc(nn2)CO[C@H]1CN(C)C(=O)Nc1ccc2c(c1)OCO2,-2,4.7,0
COc1ccc(S(=O)(=O)N(C)C)cc1NC(=O)c1ccc(OCC2CCCO2)cc1 (stereo unspecified),-2,3.1,-1
O=C(COC(=O)CCS(=O)(=O)c1ccccc1)NNC(=O)c1ccc([N+](=O)[O-])cc1,-4,3.8,-3
O=C(O)c1cccc(S(=O)(=O)Nc2ccccc2Oc2ccccc2)c1,2,0.7,3
COc1ccc(Cl)cc1N(CC(=O)NCc1ccccn1)S(=O)(=O)c1ccc(C)cc1,0,2.9,-2
Cc1noc(C)c1S(=O)(=O)N(C)C[C@H]1OCCCC[C@@H](C)Oc2ccc(NC(=O)CCCN(C)C)cc2C(=O)N([C@H](C)CO)C[C@@H]1C,0,2.1,1
Cc1ccc([C@H]2C[C@@H](n3cc(C4CC4)nn3)[C@H](O)CN2C(=O)c2cccs2)cc1,0,-1.5,-2
COc1cccc(CN(CCC(=O)O)Cc2cccc(OC)c2)c1,-8,3.3,2
Cc1ccc(OCC(=O)Nc2cc(Cl)ccc2-n2cncn2)c(C)c1,-8,2.5,0
Cc1ccccc1OS(=O)(=O)c1cccc([N+](=O)[O-])c1,-9,1.8,-5
O=C(COC(=O)c1ccc([N+](=O)[O-])o1)Nc1ccc2c(c1)OC(F)(F)O2,1,6.3,1
O=C(CSc1nc(-c2ccccc2)c(-c2ccccc2)o1)N1CCCCC1,-15,0.9,-2
CC(=O)c1c(O)c(C)c(O)c2c1OC1=Cc3c(c(C)nn3C)C(=O)C12C (stereo unspecified),-2,-1.2,-4
O=C(CCC1CCN(C(=O)C2CC=CCC2)CC1)Nc1ccccc1 (stereo unspecified),0,-0.8,0
CSCCC(NC(=O)COc1ccccc1)C(=O)N(C)Cc1c(F)cccc1Cl (stereo unspecified),-6,3.8,-1
C=CCn1nc(C(=O)N2CCOCC2)cc1-c1sc(NC(=O)c2ccccc2)nc1C,-2,-0.2,-2
CC(OC(=O)c1cccc(S(=O)(=O)N2CCOCC2)c1)C(=O)NCC1CCCCC1 (stereo unspecified),-5,1.1,-4
CC(C)CC1C(=O)N(Cc2cn(CCC3OCCO3)nn2)CCS(=O)(=O)N1Cc1ccc(-c2cccc(CO)c2)cc1 (stereo unspecified),-1,0.6,-2
Clc1ccccc1CNCc1ccc2c(c1)OCO2,-5,3.9,2
Cc1ccc([C@H]2C[C@H](O)[C@@H](n3cc(C4CC4)nn3)CN2C(=O)c2cccs2)cc1,-3,3.7,-1
CS(=O)(=O)c1ccc(Cl)c(NC(=O)c2ccc(-n3cncn3)c([N+](=O)[O-])c2)c1,-2,4.6,-3
Cc1cc(=O)oc2cc(OCC(=O)NC3(C#N)CCCCC3)ccc12,-7,3.4,-1
COCCCNC1=C(C#N)C(=O)NC(c2cccc([N+](=O)[O-])c2)S1 (stereo unspecified),1,2.5,-3
Cc1ccc(NC(=O)CCCN2C(=O)C(c3ccccc3)Oc3cccnc32)c(C)c1 (stereo unspecified),-10,3.6,-1
CC1(C)CC(Cc2cccc(C(F)(F)F)c2)N(C(=O)OC(C)(C)C)C1 (stereo unspecified),-14,-0.2,-1
O=c1[nH]cc(S(=O)(=O)N2CCN(c3ccc(F)cc3)CC2)c(=O)[nH]1,1,3.0,0
NC(=S)NN=Cc1nccc2c(N)cccc12,3,23*,-2
CC(C)[C@H](N)C(=O)N[C@H]1CCC2C3CC=C4C[C@@H](O)CC[C@]4(C)C3CC[C@@]21C (stereo partly specified),2,3.5,-4
Cc1ccc(S(=O)(=O)N2CC3(O)CN(C(=O)OC(C)C)N(C(=O)OC(C)C)CC3(OC(=O)NCc3ccco3)C2)cc1 (stereo unspecified),2,1.7,-1
Cc1ccc(Cc2c(-c3ccccc3)nc3ccc(Cl)cn23)cc1,-6,1.5,-2
CCCn1c(SC(C)C(=O)NC2CCCC(C)C2C)n[nH]c1=O (stereo unspecified),-2,2.6,-1
COc1ccc(CCC(=O)N2CCN(S(=O)(=O)c3ccc(OC)c([N+](=O)[O-])c3)CC2)cc1,2,1.8,-2
CN(Cc1ccccc1)C(=O)c1ncn2c1C(=O)N(C)CC2,-2,4.1,-3

# Going on with the list.
smiles,DAGLB inhibitor,phage Ecoli inh,Wnt act
CCCCCC(=O)N1C[C@H](O)[C@@H](n2cc(COC(=O)c3ccccc3)nn2)C[C@@H]1c1ccc(Cl)cc1,1,1.0,0
Cc1ccc(NC(=O)CN2CCN(C(=O)C3CC3)CC2)c(F)c1,-2,0.9,19
O=C(COC(=O)c1ccccc1Cl)Nc1cccc(S(=O)(=O)N2CCCCC2)c1,-6,1.9,-6
O=C(COc1ccc(Cl)cc1Cl)NCCN1CCCC1,1,0.6,-4
CCCCN(C(=O)c1cc(S(=O)(=O)N2CCOCC2)ccc1N1CCOCC1)c1ccccc1,-1,2.1,-1
COc1cccc(/C=C/c2nc(S(=O)(=O)c3ccccc3)c(N3CCC(C(N)=O)CC3)o2)c1,-1,1.6,0
Cc1nc2ccccn2c(=O)c1NC(=O)c1ccc(Br)o1,-3,1.4,-1
CCc1cc(-c2nnn(CCC3COCCO3)c2CC)cc(CC)c1-c1cn(Cc2ccc3ccccc3c2)nn1 (stereo unspecified),-5,-0.7,-2

# Whole records, looked up by structure:
# Shown for Cc1ccc(NC(=O)CN2CCN(C(=O)C3CC3)CC2)c(F)c1 → DAGLB inhibitor = -2; phage Ecoli inh = 0.9; Wnt act = 19
# Shown for Cc1nc2ccccn2c(=O)c1NC(=O)c1ccc(Br)o1 → DAGLB inhibitor = -3; phage Ecoli inh = 1.4; Wnt act = -1

# Arranged by SMILES length (rising): part of the list above.
smiles,DAGLB inhibitor,phage Ecoli inh,Wnt act
NC(=S)NN=Cc1nccc2c(N)cccc12,3,23*,-2
Clc1ccccc1CNCc1ccc2c(c1)OCO2,-5,3.9,2
O=C(COc1ccc(Cl)cc1Cl)NCCN1CCCC1,1,0.6,-4
Cc1nc2ccccn2c(=O)c1NC(=O)c1ccc(Br)o1,-3,1.4,-1
CN(Cc1ccccc1)C(=O)c1ncn2c1C(=O)N(C)CC2,-2,4.1,-3
Cc1ccc(Cc2c(-c3ccccc3)nc3ccc(Cl)cn23)cc1,-6,1.5,-2
Cc1ccc(NC(=O)CN2CCN(C(=O)C3CC3)CC2)c(F)c1,-2,0.9,19
Cc1cc(=O)oc2cc(OCC(=O)NC3(C#N)CCCCC3)ccc12,-7,3.4,-1
CC1(C)CC(Cc2cccc(C(F)(F)F)c2)N(C(=O)OC(C)(C)C)C1 (stereo unspecified),-14,-0.2,-1
O=C(COC(=O)c1ccccc1Cl)Nc1cccc(S(=O)(=O)N2CCCCC2)c1,-6,1.9,-6
Cc1ccc(NC(=O)CCCN2C(=O)C(c3ccccc3)Oc3cccnc32)c(C)c1 (stereo unspecified),-10,3.6,-1
O=c1[nH]cc(S(=O)(=O)N2CCN(c3ccc(F)cc3)CC2)c(=O)[nH]1,1,3.0,0
CCCCN(C(=O)c1cc(S(=O)(=O)N2CCOCC2)ccc1N1CCOCC1)c1ccccc1,-1,2.1,-1
COc1cccc(/C=C/c2nc(S(=O)(=O)c3ccccc3)c(N3CCC(C(N)=O)CC3)o2)c1,-1,1.6,0
CS(=O)(=O)c1ccc(Cl)c(NC(=O)c2ccc(-n3cncn3)c([N+](=O)[O-])c2)c1,-2,4.6,-3
CCc1cc(-c2nnn(CCC3COCCO3)c2CC)cc(CC)c1-c1cn(Cc2ccc3ccccc3c2)nn1 (stereo unspecified),-5,-0.7,-2
COc1ccc(CCC(=O)N2CCN(S(=O)(=O)c3ccc(OC)c([N+](=O)[O-])c3)CC2)cc1,2,1.8,-2
CC(C)[C@H](N)C(=O)N[C@H]1CCC2C3CC=C4C[C@@H](O)CC[C@]4(C)C3CC[C@@]21C (stereo partly specified),2,3.5,-4
CCCCCC(=O)N1C[C@H](O)[C@@H](n2cc(COC(=O)c3ccccc3)nn2)C[C@@H]1c1ccc(Cl)cc1,1,1.0,0
Cc1ccc(S(=O)(=O)N2CC3(O)CN(C(=O)OC(C)C)N(C(=O)OC(C)C)CC3(OC(=O)NCc3ccco3)C2)cc1 (stereo unspecified),2,1.7,-1

# The listing continues:
smiles,DAGLB inhibitor,phage Ecoli inh,Wnt act
COc1ccc(C(=O)CC(Sc2ccccc2N)c2ccc(OC)cc2)cc1 (stereo unspecified),-8,1.2,-5
CN(CC(=O)Nc1ccc(F)cc1)C(=O)COC(=O)c1nc(Cl)ccc1Cl,2,2.2,-1
CCCCn1c(N)c(N(C)C(=O)CCCn2c(=O)oc3ccccc32)c(=O)[nH]c1=O,3,3.8,-1
CC(=O)Nc1ccc2sn(-c3ccccc3)c(=O)c2c1,-1,1.6,-2
O=C(CN1CCN(S(=O)(=O)c2ccc(Br)s2)CC1)NCC1CCCCC1,-1,0.2,-4
CCCC1NC(=O)c2cccnc2-n2c1nc1cc(C)cc(C)c1c2=O (stereo unspecified),1,1.9,-4
COC(=O)C=CSC(=S)C1CCCC1=N (stereo unspecified),0,2.4,-4
C[C@H](CO)N1C[C@H](C)[C@H](CN(C)C(=O)Nc2ccnc(N3CCOCC3)c2)OCc2cnnn2CCCC1=O,0,3.4,0
